# Screening results deposited in PubChem BioAssay by several laboratories.
# BAP1 block: human BAP1 deubiquitinase inhibition; hit rate 0.48% among 72,000; Q92560; activity remaining (% of control), % at 20 µM; AID 436; recombinant BAP1, Ub-AMC hydrolysis fluorescence kinetic; stronger effect = lower value;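 active = activity remaining at or below 50% of control, provided the compound also passes the data quality filters; inactive = the rest, including low values that fail the filters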;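 also: 100% = DMSO wells rate and 0% = substrate alone blank rate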
# Target sequence (Q92560 whole entry, looked up): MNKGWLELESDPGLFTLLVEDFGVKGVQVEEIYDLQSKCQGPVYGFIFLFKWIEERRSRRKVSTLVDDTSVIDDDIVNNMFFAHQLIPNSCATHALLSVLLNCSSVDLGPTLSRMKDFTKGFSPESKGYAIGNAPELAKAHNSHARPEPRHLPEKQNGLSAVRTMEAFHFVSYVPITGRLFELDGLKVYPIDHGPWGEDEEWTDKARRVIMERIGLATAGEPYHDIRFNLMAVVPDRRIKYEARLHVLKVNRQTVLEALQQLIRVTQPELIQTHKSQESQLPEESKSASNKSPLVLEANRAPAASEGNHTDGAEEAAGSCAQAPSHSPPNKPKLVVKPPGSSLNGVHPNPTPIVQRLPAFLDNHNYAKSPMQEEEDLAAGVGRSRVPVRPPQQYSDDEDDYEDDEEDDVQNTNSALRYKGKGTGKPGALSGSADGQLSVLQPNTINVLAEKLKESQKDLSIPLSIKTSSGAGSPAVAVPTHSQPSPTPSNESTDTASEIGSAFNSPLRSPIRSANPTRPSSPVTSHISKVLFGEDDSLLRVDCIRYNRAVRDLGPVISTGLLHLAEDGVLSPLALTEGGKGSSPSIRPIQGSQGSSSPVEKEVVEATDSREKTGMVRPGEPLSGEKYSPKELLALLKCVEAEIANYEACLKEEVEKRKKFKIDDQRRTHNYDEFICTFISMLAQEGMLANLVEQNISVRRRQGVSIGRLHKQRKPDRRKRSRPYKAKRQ
# HePTP inhibitor: human HePTP phosphatase inhibition | P35236 | recombinant HePTP phosphatase activity, OD absorbance | inhibition, % at 20 µM | hit rate 0.64% among 110,000 | AID 521; in the data active = inhibition above about 50%;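 also: plate controls were vehicle for no effect and reference inhibitor for full effect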
# Target sequence (P35236 whole entry, looked up): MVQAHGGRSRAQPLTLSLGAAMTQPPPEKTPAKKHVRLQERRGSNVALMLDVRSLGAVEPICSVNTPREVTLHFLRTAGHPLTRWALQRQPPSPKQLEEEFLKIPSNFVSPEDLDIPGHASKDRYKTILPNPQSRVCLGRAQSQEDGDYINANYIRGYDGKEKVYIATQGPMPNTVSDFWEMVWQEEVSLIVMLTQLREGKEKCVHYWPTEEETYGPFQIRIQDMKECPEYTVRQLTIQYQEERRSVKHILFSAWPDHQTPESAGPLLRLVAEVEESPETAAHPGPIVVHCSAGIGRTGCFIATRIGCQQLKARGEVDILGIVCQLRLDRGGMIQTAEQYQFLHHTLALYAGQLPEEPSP
# The depositor's hits bear a star; nt = no result given; & = joins results of further samples.
SMILES,BAP1 block,HePTP inhibitor
COc1ccccc1NC(=O)Cc1noc(CSc2nnc(C)s2)n1,nt,-9
CC(C)Sc1nnc(Cn2c(=O)sc3ccccc32)n1-c1ccccc1,93,-10
O=C(NC1CC1)c1ccc(COc2ccc(F)cc2)o1,113,0
O=C(O)CCC(=O)N1N=C(c2c(-c3ccccc3)c3cc(Cl)ccc3[nH]c2=O)CC1c1cccc([N+](=O)[O-])c1 (stereo not drawn),nt,6
CC(=O)Nc1ccc(S(=O)(=O)NC2=NCN(CCOC(=O)c3ccccc3)CN2)cc1,102,12
O=C(CN(C(=O)CCC(=O)Nc1nccs1)c1ccc(F)c(Cl)c1)NCc1ccco1,111,4
Cc1ccc(C(=O)CN2CCC(NC(=O)C3CCCCC3)CC2)cc1,101,-2
COc1ccc(C2CC(C(F)(F)F)n3nc(CO)c(Cl)c3N2)cc1OC (stereo not drawn),57,-5
O=[N+]([O-])c1ccc(N2CCCC2)c(S(=O)(=O)N2CCOCC2)c1,279,nt
CCOC(=O)C1=C(C)N=C2SCCN2C1c1ccccc1 (stereo not drawn),nt,-2
Cc1cc(C)nc(NC(=O)C2C3C=CC(C3)C2C(=O)O)c1 (stereo not drawn),nt,7
CCN1CCN(CC(=O)Nc2c(C(=O)OC)[nH]c3cccc(Cl)c23)CC1,58,2
N#CC1=C(N)Oc2nc(-c3ccccc3)[nH]c2C1c1cccnc1 (stereo not drawn),102,-7
CCC(Oc1ccccc1)C(=O)Nc1ccccc1OC (stereo not drawn),104,2
Cc1ccnc(NS(=O)(=O)c2ccc(NC(=O)C3CC=CCC3C(=O)O)cc2)n1 (stereo not drawn),nt,-2
CCCn1nnc(NCc2ccc(OCc3cccs3)c(OC)c2)n1,129,5
COc1cc(NC(=O)c2ccccc2OC)ccc1NC(=O)c1ccco1,nt,2
CCOC(=O)NC(NC(=O)OCC)c1cccc([N+](=O)[O-])c1,nt,-6
COc1ccc(Cc2noc(-c3ccc(Br)cc3)n2)cc1,nt,4
COc1ccc(CN2CCN(C(=O)c3cccc(Cl)c3)CC2)c(OC)c1,nt,-5

# Single values from the results shown.
# `CCCn1nnc(NCc2ccc(OCc3cccs3)c(OC)c2)n1` in HePTP inhibitor = 5
# `COc1cc(NC(=O)c2ccccc2OC)ccc1NC(=O)c1ccco1` in HePTP inhibitor = 2

# The results go on:
SMILES,BAP1 block,HePTP inhibitor
COc1ccc(/C=c2\sc3nc(-c4ccc(Cl)cc4Cl)nn3c2=O)cc1,nt,11
N#C/C(=C/c1ccc(F)cc1)C(=O)Nc1cccc(Br)c1,nt,-8
Cc1ccccc1Nc1nc2nonc2nc1N1CCOCC1,nt,1
Cc1c(Br)c([N+](=O)[O-])nn1CC(=O)Nc1c(C)n(C)n(-c2ccccc2)c1=O,nt,-9
O=C(NCCc1ccc2c(c1)OCCO2)c1cc2ccccc2o1,84,-12
COc1ccc(-n2c(/C=C(\C)O)nc(=O)c3c(C)cc(C)nc32)cc1,149,11
CCOC(=O)c1cc(-c2ccc3c(c2)OCCO3)nc2c1c(C)nn2CCC#N,nt,-8
Cc1ccc2c(c1)NC(=O)C(CC(=O)NCCCN1CCN(C3CCCCC3)CC1)O2 (stereo not drawn),97,5
CCOc1ccc(C(=O)Nc2cc(-c3nc4ccccc4s3)ccc2C)cc1Cl,nt,1
COc1ccc(-n2[nH]c(C)cc2=O)cc1,110,6&0
C#CCOC(=O)c1ccccc1C(=O)n1nnc2ccccc21,104,3
CC(C)OC(=O)CN1C(=O)C(C)(C)Oc2ccc(C(=O)NC(C)(C)C)cc21,89,0
O=C(Nc1ccccc1)OCc1ccccn1,100,7
Cc1onc(-c2ccccc2)c1C(=O)Nc1ccc(I)cc1,nt,-1
CC1Cc2cc(C(=O)O)ccc2O1 (stereo not drawn),101,9
Cc1ccc(OCc2nc(-c3cccc([N+](=O)[O-])c3)no2)c(Br)c1,nt,-14
CC1CCCCN1CCNC(=O)c1cc2c(=O)n(C)c3ccccc3c2n1C (stereo not drawn),87,0
O=c1c2ccccc2nc2c3ccccc3c3nncn3n12,102,7
O=C(C1CC1)N1CCc2cc(S(=O)(=O)NCCC3=CCCCC3)ccc21,83,3
O=C(CSc1nnnn1-c1ccc2c(c1)CCC2)NCc1cccs1,93,-6
CCCCNC(=O)n1c(=O)oc2cc(Cl)ccc21,87,nt
Nc1ncnc2c1ncn2CCOc1ccccc1,138,8
CC1Cc2ccccc2N1C(=O)COC(=O)Cn1nnc(-c2ccccc2)n1 (stereo not drawn),83,9
CCOC(=O)c1ccc(N2NC(=O)/C(=C/c3ccc(OC)c(Br)c3)C2=O)cc1,nt,55*
O=C(O)CNC(=O)/C(=C\c1cccnc1)NC(=O)c1ccccc1,nt,0
O=Cc1ccc(OC(=O)c2cccnc2)cc1,nt,-1
CN1CCc2c(sc3c2c(=O)n(-c2cccc(Cl)c2)c2nncn32)C1,101,7
CC1CCCN(C(=O)Nc2ccc(F)cc2)C1 (stereo not drawn),nt,-12
COCCn1c(SCC(=O)Nc2nnc(C)s2)nnc1-c1ccncc1,102,13
O=C(Nc1ccccn1)C1CCN(S(=O)(=O)c2cccc3nonc23)CC1,117,4
CCn1c(N=Cc2ccccc2Cl)nc2ccccc21,133,nt
CC(OC(=O)c1ccccc1NCc1ccco1)C(=O)Nc1ncc(Cl)cc1Cl (stereo not drawn),nt,-3
CCN(C1CCCCC1)S(=O)(=O)c1ccc(OC)c(C)c1,126,-13
Cc1cc(C)nc(NC2=NC3CCCCC3N2)n1 (stereo not drawn),124,0
S=C(NCc1ccccc1)NC1CC2CCC1C2 (stereo not drawn),nt,4
Nc1nc2n(n1)C(C(F)(F)F)CC(c1ccco1)N2 (stereo not drawn),nt,-15
c1ccc(-c2nc(-c3ccccn3)no2)cc1,nt,0
Nc1c(C(=O)NCc2ccccc2)nnn1Cc1ccc(F)cc1,99,-7
CCCCN=C(CCC)C1=C(O)CC(C)(C)CC1=O,nt,0
Cc1ccc(-c2csc3nc(=O)c(C)nn23)cc1,118,6
O=C(c1cccc(F)c1)N1CCN(c2ccc(Cl)cc2)CC1,nt,0
O=C(c1ccc(F)cc1)C1CCN(C(=O)c2ccncc2)CC1,93,3
COc1cc(C2=NOC(C(=O)N3CCOCC3)C2)cc(OC)c1OC (stereo not drawn),111,14
O=C1c2cccc3cccc(c23)C(=O)N1Oc1ccc([N+](=O)[O-])cc1[N+](=O)[O-],nt,-13
O=C(Nc1ncc(Cc2ccc(Cl)cc2)s1)c1ccccc1Cl,nt,-2
COc1ccc(CCNC(=O)Cn2c(-c3nonc3N)nc3ccccc32)cc1OC,95,-5
Cc1cccc(N2CCN(C(=O)c3cc4ccccc4oc3=O)CC2)c1C,84,3
CCOc1ccc(-c2cc(CCCC(=O)Nc3cccc(OC)c3)no2)cc1,77,3
O=C(COc1ccc(Cl)cc1)N1CCN(C(=O)c2cccnc2)CC1,nt,0
COc1ccc(C=Nc2ccccc2C(N)=O)c2ccccc12,nt,1
# (listing goes on)
SMILES,BAP1 block,HePTP inhibitor
Cc1cccc(C)c1OCC(=O)NCc1ccccc1,nt,8
Clc1cccc(Cc2cnc(Nc3ccccn3)s2)c1Cl,nt,-4
CC(Sc1nc(-c2ccccc2)cc(C(F)(F)F)n1)C(=O)NCCN1CCOCC1 (stereo not drawn),124,8
Cc1ccc(C(C(=O)NC2CCCC2)N(C(=O)c2csnn2)C2CCCC2)o1 (stereo not drawn),103,5
CN1/C(=C/C(=O)c2nc(S(C)(=O)=O)ncc2Cl)C(C)(C)c2ccccc21,90,7
COc1ccc(N(CC(=O)Nc2ccc(Br)cc2)S(=O)(=O)c2ccccc2)cc1Cl,nt,-6
CCCS(=O)(=O)c1nc(S(=O)(=O)c2ccc(C)cc2)c(NCCN2CCOCC2)s1,94,3
CCc1cccc(C)c1NC(=O)CN1C(=O)c2ccccc2S1(=O)=O,95,-5
COc1ccc2cnn(-c3ccccc3C)c(=O)c2c1OC,152,6
Cn1c2c(c(=O)[nH]c1=O)C(c1ccc([N+](=O)[O-])cc1)C1=C(N2)c2ccccc2C1=O (stereo not drawn),56,nt
O=C(NCCc1csc(-c2ccccc2)n1)c1cccs1,101,6
COc1ccc(CNCc2ccncc2)cc1OC,nt,3
COC(=O)CCN1C(=O)/C(=C/c2cccc(OCc3ccccc3)c2)SC1=S,nt,8
O=C1C(=O)N(C2CCCCC2)C(=O)N1c1ccc(Cl)cc1,nt,3
Cc1ccc2nc(-c3ccccc3)cc(C(=O)Nc3ccccc3Cl)c2c1,188,nt
CCCOc1ccc(N2C(=O)CC(NCc3ccc(C(=O)O)cc3)C2=O)cc1 (stereo not drawn),nt,5
Cn1c(CCN2CCN(c3ccc(F)cc3)CC2)nc2cc(NC(=O)c3ccco3)ccc21,100,-1
CC(C)OC(=O)CSc1nnc(-c2ccc(C(C)(C)C)cc2)n1N,100,7
CCc1ccc(Nc2oc(C)cc(=O)c2C(C)=O)cc1,87,-5
Cc1cc(Nc2cccc(C(F)(F)F)c2)n2nc(C)nc2n1,106,10
Cc1c(Br)cc(C(=O)NCc2ccco2)c(C)c1C,80,10
COc1ccc2[nH]c(=O)c(CN(CCO)S(=O)(=O)c3ccc4c(c3)OCCO4)cc2c1,nt,7
CC1(C)Cc2c(sc(NC(=O)c3ccc(Br)o3)c2C#N)CO1,89,3
Cc1cc(C)c2cc(CN(CC3CCCO3)S(=O)(=O)c3ccc4c(c3)OCCO4)c(=O)[nH]c2c1 (stereo not drawn),133,2
COc1ccccc1CNCc1cccs1,124,-2
COc1ccc(-c2c(C#N)c(SCc3c(C)noc3C)nc3c2C(=O)CC(C)(C)C3)cc1,67,-5
Cc1ccc(C(=O)Oc2ccc(C(=S)N3CCOCC3)cc2)cc1,155,7
O=C(NCc1cccs1)C(=O)Nc1cccc(C(F)(F)F)c1,nt,-3
N#Cc1nc(-c2ccc([N+](=O)[O-])cc2)oc1NCc1ccccc1,nt,-8
O=C(NCCCN1CCOCC1)c1cc2c(s1)CCCC2,116,4
COc1ccc(NC(=O)C/C(C)=N/NC(=O)c2cnccn2)cc1,nt,-14
O=C1NC(=S)N/C1=C\c1ccc(Oc2ccc([N+](=O)[O-])cn2)cc1,nt,-4
COc1ccc2oc(/C=C/N(C)C)c(C(=O)c3ccccc3)c2c1,nt,6
CC1CCN(C(=O)CSc2ccc3nnc(-c4cccc(F)c4)n3n2)CC1,94,-10
c1ccc(N2CCN(c3ncnc4scc(-c5cccs5)c34)CC2)cc1,64,8
CCc1cccc2c1=NC(=O)C=2c1sc(=S)[nH]c1O,nt,0
CC1(C)CC(NC(=O)C(=O)NCCc2ccc(Cl)cc2)CC(C)(C)N1,nt,-8
Cc1cccc(NC(=O)c2cc(NC(=O)c3ccco3)ccc2N2CCCCC2)c1,nt,7
COc1ccc(O)c(CN2CCN(Cc3ccccc3OC)CC2)c1,nt,-1
CCOc1ccc(Nc2nc(C)c([N+](=O)[O-])c(Nc3ccccc3)n2)cc1,129,nt
COc1ccc(-c2nnc(SCC(=O)N3CCOCC3)o2)cc1OC,88,-2
Fc1ccccc1CSc1nnnn1-c1ccc2c(c1)OCO2,100,-6
CCN(CC)c1ccc(/C=N/NC(=O)CSc2nc3ccccc3n2Cc2ccccc2)c(O)c1,nt,-9
Cc1cc(C)cc(Nc2ccc(C(=O)O)cc2N)c1,76,nt
CCOc1ccc(/C=N/NC(=O)C(=O)N(CC)CC)cc1,nt,-1
O=C(CCCN1C(=O)c2cccc3cccc(c23)C1=O)OCC(=O)c1ccc(F)cc1,nt,-7
O=S(=O)(NCc1ccncc1)c1ccc(Br)s1,158,1
Cc1ccc(-c2noc(CCC(=O)NC3CCCc4ccccc43)n2)cc1 (stereo not drawn),98,6
COc1ccccc1CNC(=O)CCN1C(=O)COc2ccc(C)cc21,113,4
CC1CCCCN1Cc1nc2c(c(=O)n(C)c(=O)n2C)n1CCc1ccccc1 (stereo not drawn),91,nt
# The list continues.
SMILES,BAP1 block,HePTP inhibitor
CCOC(=O)c1cc2sccc2n1CC(=O)Nc1ccc2c(c1)OCCO2,105,6
Cc1c(Cl)cccc1NC(=O)NC1CCCCC1,69,8
CCCC(C(=O)NCc1ccc(OC)cc1)N(Cc1ccco1)C(=O)c1snc(C(N)=O)c1N (stereo not drawn),62,7
CCOCCc1nnc(NC(=O)c2cccs2)s1,73,6
CSc1nsc(SC)c1C(=O)N1CCN(S(=O)(=O)c2ccc(C)cc2)C1C (stereo not drawn),113,-3
CCn1cc(C2=NC(C(C)C)CO2)c2ccccc21 (stereo not drawn),91,4
COc1cc(C(O)c2nccn2C)ccc1OCc1ccccc1 (stereo not drawn),nt,-2
Cn1c(=O)c2c(nc(CN3CCC(C(N)=O)CC3)n2Cc2c(Cl)cccc2Cl)n(C)c1=O,108,9

# Structures above with a furan ring, fused or not, in the order listed:
SMILES,BAP1 block,HePTP inhibitor
O=C(NC1CC1)c1ccc(COc2ccc(F)cc2)o1,113,0
O=C(CN(C(=O)CCC(=O)Nc1nccs1)c1ccc(F)c(Cl)c1)NCc1ccco1,111,4
COc1cc(NC(=O)c2ccccc2OC)ccc1NC(=O)c1ccco1,nt,2
O=C(NCCc1ccc2c(c1)OCCO2)c1cc2ccccc2o1,84,-12
CC(OC(=O)c1ccccc1NCc1ccco1)C(=O)Nc1ncc(Cl)cc1Cl (stereo not drawn),nt,-3
Nc1nc2n(n1)C(C(F)(F)F)CC(c1ccco1)N2 (stereo not drawn),nt,-15
Cc1ccc(C(C(=O)NC2CCCC2)N(C(=O)c2csnn2)C2CCCC2)o1 (stereo not drawn),103,5
Cn1c(CCN2CCN(c3ccc(F)cc3)CC2)nc2cc(NC(=O)c3ccco3)ccc21,100,-1
Cc1c(Br)cc(C(=O)NCc2ccco2)c(C)c1C,80,10
CC1(C)Cc2c(sc(NC(=O)c3ccc(Br)o3)c2C#N)CO1,89,3
COc1ccc2oc(/C=C/N(C)C)c(C(=O)c3ccccc3)c2c1,nt,6
Cc1cccc(NC(=O)c2cc(NC(=O)c3ccco3)ccc2N2CCCCC2)c1,nt,7
CCCC(C(=O)NCc1ccc(OC)cc1)N(Cc1ccco1)C(=O)c1snc(C(N)=O)c1N (stereo not drawn),62,7
